CYP2C19 act – activators of human cytochrome P450 2C19. P33261. activation factor at 5 µM. recombinant CYP2C19, luciferin-H EGE luminescence; hits give high values; 0 = fully inhibited enzyme, 1 = untreated enzyme. 96,000 tested, under 10 active;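 active = activation factor of at least 2 at 5 µM in the primary screen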;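 also: 0 = wells with 2.5 mM tranylcypromine and 1 = vehicle-only wells; values of inactives mirror those of a sister screen read the other way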
Target sequence (P33261 whole entry, looked up): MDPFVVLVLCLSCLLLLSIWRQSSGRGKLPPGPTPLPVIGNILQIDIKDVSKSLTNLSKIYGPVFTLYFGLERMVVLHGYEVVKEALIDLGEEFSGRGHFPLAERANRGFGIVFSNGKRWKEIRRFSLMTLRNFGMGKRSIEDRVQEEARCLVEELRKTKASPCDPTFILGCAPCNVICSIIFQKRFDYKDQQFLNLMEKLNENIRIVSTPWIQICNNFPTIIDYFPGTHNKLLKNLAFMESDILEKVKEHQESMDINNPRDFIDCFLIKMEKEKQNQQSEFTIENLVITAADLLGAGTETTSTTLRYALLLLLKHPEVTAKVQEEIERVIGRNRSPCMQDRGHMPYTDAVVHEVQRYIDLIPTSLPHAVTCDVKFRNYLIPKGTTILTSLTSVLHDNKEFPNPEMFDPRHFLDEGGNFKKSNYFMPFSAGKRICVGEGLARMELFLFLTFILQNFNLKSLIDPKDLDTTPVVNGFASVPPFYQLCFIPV
ERa coact inh – blocks coactivator binding to human estrogen receptor alpha | actives 1.7% (n = 86,000) | inhibition, % at 25.6 µM | P03372 | TR-FRET ER-alpha LBD / SRC-1 peptide, estradiol-bound; in the data active = inhibition above about 50%;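 also: 0% = receptor plus peptide control and 100% = peptide only without receptor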
Target sequence (P03372 whole entry, looked up, the tested form may be a part): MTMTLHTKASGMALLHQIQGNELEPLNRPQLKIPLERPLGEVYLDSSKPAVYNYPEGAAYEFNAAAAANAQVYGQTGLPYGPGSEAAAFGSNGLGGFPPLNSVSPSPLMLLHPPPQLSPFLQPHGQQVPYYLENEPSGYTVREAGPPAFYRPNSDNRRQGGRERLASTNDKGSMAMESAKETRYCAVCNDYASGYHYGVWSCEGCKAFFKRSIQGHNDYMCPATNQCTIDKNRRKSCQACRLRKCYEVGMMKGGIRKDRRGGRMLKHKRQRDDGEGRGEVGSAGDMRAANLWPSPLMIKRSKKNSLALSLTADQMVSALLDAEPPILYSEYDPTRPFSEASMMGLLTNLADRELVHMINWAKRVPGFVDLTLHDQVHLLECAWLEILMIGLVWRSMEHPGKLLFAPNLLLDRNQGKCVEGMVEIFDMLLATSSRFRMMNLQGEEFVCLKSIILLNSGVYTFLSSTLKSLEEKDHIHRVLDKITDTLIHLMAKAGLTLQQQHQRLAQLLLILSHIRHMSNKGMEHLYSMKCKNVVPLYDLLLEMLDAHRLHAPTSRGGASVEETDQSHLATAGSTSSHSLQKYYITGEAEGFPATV
CD11b adhes enh – CD11b/CD18-fibrinogen binding enhancement; P05107+P11215; K562 CD11b/CD18 adhesion to fibrinogen, ATPlite luminescence; activation, % at 10 µM; actives 0.07% (n = 93,000);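 active = 10 µM primary screen giving 50% or more activity, confirmed by 40% or more on retest at that dose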; also: strong numbers were not always called active
ERa coact pot – ER-alpha (human) coactivator binding potentiation | P03372 | TR-FRET ERalpha-LBD/SRC-Cy5 coactivator binding, 2 h; 100 = basal binding, no effect | coactivator binding (% of control), % at 25.6 µM | actives 1.3% (n = 86,000) | AID 639; in the data active = activity above about 200%;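 also: binding measured in presence of low estradiol as agonist stimulus; 0% = peptide alone without receptor and 100% = receptor with peptide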
Mac1 fbg inh – blocks human CD11b/CD18 adhesion to fibrinogen; K562 CD11b/CD18 adhesion to fibrinogen, ATPlite luminescence; Mn2+ added to activate the integrin; inhibition, % at 10 µM; actives 0.54% (n = 93,000);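 active = primary inhibition of 50% or more at 10 µM, then 40% or more on retest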; also: some results filed as inactive read as strong as hits
HUVEC inhibit – human endothelial cell proliferation inhibition; viability, % at 10 µM (by protocol); AID 648; actives 1.1% (n = 86,000); HUVEC proliferation, CellTiter-Glo luminescence, 72 h; hits give low values;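 active = viability at or below 30%; inactive = viability above 30%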;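 also: 100% = median luminescence of DMSO-only cell control wells on each plate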
CYP2C19 inhib – blocks human cytochrome P450 2C19; P33261; CYP2C19 Supersomes, luciferin-H EGE luminescence, 30 min; actives 21% (n = 96,000); inhibition, % at 5 µM; AID 778;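 active = CYP2C19 inhibition above a set limit at 5 µM in the primary screen, cut at about 50% in these data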;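 also: plate controls were negative control wells for no effect and 2.5 mM tranylcypromine positive control for full effect; values of inactives mirror those of a sister screen read the other way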
Fibroblast inh – blocks proliferation of human lung fibroblasts. LL 47 human lung fibroblast viability, ATP luminescence; hits give low values. viability, % at 10 µM. actives 1.1% (n = 85,000);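 active = viability at or below 50% in the single dose screen; inactive = viability above 50%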;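 also: compound exposure lasted 72 h before the ATP readout; 100% = median luminescence of untreated cell-only wells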
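Test system: LL 47 human lung fibroblasts; Quantity: 1,150 cells/well; Buffer or medium: IMEM plus 15% FBS; Dosing: tenfold compound dosing solution, DMSO at 0.1%; Timing: overnight cell rest, 72 h compound treatment at 37 °C; Detection: ATP-based CellTiter-Glo luminescent readout; Read-out basis: viability percentage against median untreated-cell control; Controls: cell-only wells, no compound.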
H69AR growth 86K – growth inhibitors of human H69AR lung tumor cells | H69AR lung tumor viability, ATP luminescence, 72 h; hits give low values | viability, % at 10 µM | actives 6% (n = 85,000) | AID 598;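 active = viability at or below 40%; inactive = viability above 40%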;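 also: multidrug resistant small cell line overexpressing MRP-1 efflux transporter; 100% = mean luminescence of untreated control wells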
The depositor's hits bear a star; nt = not tested or not shown; [ ] = another dose, or the depositor's remark.

Under each structure – CYP2C19 act | ERa coact inh | CD11b adhes enh | ERa coact pot | Mac1 fbg inh | HUVEC inhibit | CYP2C19 inhib | Fibroblast inh | H69AR growth 86K
> COCCn1nnnc1C(c1cccs1)N1CCN(c2cc(C)ccc2C)CC1 (stereo not drawn)
  0.6 | 0.3 | 10.4 | 103.4 | -11.6 | 122.3 | 38.3 | 98.6 | 86.7
> COc1ccc(N=Cc2c(O)n(-c3cccc(C)n3)c(=O)c3ccccc23)cc1
  nt | -4.9 | nt | 99.4 | nt | 96.1 | nt | 101.2 | 82.1
> O=C(NCC12CC3CC(CC(C3)C1)C2)c1nc2ncccn2n1
  1 | 7.6 | 2.4 | 99.9 | 1.7 | 80.8 | 1.7 | 95.7 | 102.2
> CN(Cc1ccccc1)C(=O)CSc1nnc(-c2ccco2)n1-c1ccccc1
  0.8 | -1.9 | -3.6 | 86.8 | 13.9 | 91.7 | 22.9 | 91.5 | 62.4
> O=C(CSc1nnc(COc2ccccc2Cl)o1)NC(=O)NC1CCCC1
  0.6 | 11.5 | -0.5 | 73.6 | -5.5 | 88.7 | 35.6 | 95.9 | 94.2
> COc1ccccc1C(=O)Nc1cccc(-c2cn3ccsc3n2)c1
  0.9 | 4.8 | nt | 115.6 | nt | 96.6 | 12.8 | 103.3 | 75.1
> COc1ccccc1C(=O)Nc1ccc2oc(-c3ccc(F)cc3)nc2c1
  0.7 | 29.2[fluorescence artefact?] | 47.4 | 251.9* | -7.3 | 73.9 | 31.1 | 103.8 | 68.6
> COc1ccccc1OCc1nnc(SCCN2CCOCC2)o1
  1 | -6.2 | -4.5 | 147.6 | 1.5 | 89.1 | -0.5 | 95.7 | 88.4
> O=C(OC(C(=O)NCc1cccs1)c1ccc(F)cc1)c1ccco1 (stereo not drawn)
  0.7 | 0.6 | -0.8 | 110.2 | -2.1 | 87.4 | 29.6 | 96.3 | 97.2
> CC(C)Oc1cccc(C(=O)Nc2ccc(N3CCN(S(C)(=O)=O)CC3)cc2)c1
  1.1 | 11.5 | -6.5 | 101.0[fluorescence artefact?] | 5.5 | 82.3 | -6.8 | 101.3 | 95.3
> Cn1c(=O)c2c(nc(CN3CCCCC3)n2CCCc2ccccc2)n(C)c1=O
  nt | 3.5[fluorescence artefact?] | nt | 95.2 | nt | 98.6 | nt | 91.8 | 89.7
> Nc1nonc1NC(=O)CSc1ncccc1C(=O)O
  1.1 | -1.7[fluorescence artefact?] | 1.8 | 100.9 | -13.5 | 103.5 | -9.4 | 105.1 | 103.2
> N#Cc1cc2sc3nc4ccccc4n3c2cc1C#N
  1.1 | -4.5 | 2.1 | 129.4 | -12.3 | 81.0 | -11.9 | 94.2 | 84.6
> Cc1nc2cc(-c3ccccc3)ccc2o1
  0.9 | -5.2 | -1.9 | 106.5 | 28.8 | 95.9 | 12.4 | 108.7 | 91.6
> CCCNC(=O)COC(=O)c1ccccc1OCc1ccc(Cl)cc1
  0.1 | nt | -2.9 | nt | -10.3 | nt | 87.4* | nt | nt
> CCOc1ccc(N2Cc3ccccc3C2)cc1
  1 | -8.3[fluorescence artefact?] | 14.9 | 112.0 | 9.1 | 91.2 | 3.9 | 98.5 | 99.9
> C=CCn1cnc2c(NCc3ccccc3)ncnc21
  0.3 | -10.3 | -3.4 | 110.1 | 0.4 | 98.6 | 69.8* | 102.8 | 89.8
> Cc1ccc(C(c2nnnn2C(C)(C)C)N2CCN(C3CCCC3)CC2)cc1 (stereo not drawn)
  0.9 | 4.2 | 4.1 | 128.1[fluorescence artefact?] | -5.2 | 100.6 | 5.5 | 97.7 | 82.7
> Cc1ccc(NC(=O)C2=C(O)c3sccc3N(C)S2(=O)=O)cc1
  1 | nt | 4.5 | nt | 1.6 | nt | -1.6 | nt | nt
> Nc1ncc2c(n1)CC(c1ccco1)CC2=O (stereo not drawn)
  0.9 | 9.0 | 3.2 | 93.9[fluorescence artefact?] | -3.7 | 96.5 | 11.1 | 103.4 | 89.5

A different layout for 3 compounds above.
| SMILES | CYP2C19 act | ERa coact inh | CD11b adhes enh | ERa coact pot | Mac1 fbg inh | HUVEC inhibit | CYP2C19 inhib | Fibroblast inh | H69AR growth 86K |
| --- | --- | --- | --- | --- | --- | --- | --- | --- | --- |
| COc1ccccc1OCc1nnc(SCCN2CCOCC2)o1 | 1 | -6.2 | -4.5 | 147.6 | 1.5 | 89.1 | -0.5 | 95.7 | 88.4 |
| O=C(OC(C(=O)NCc1cccs1)c1ccc(F)cc1)c1ccco1 (stereo not drawn) | 0.7 | 0.6 | -0.8 | 110.2 | -2.1 | 87.4 | 29.6 | 96.3 | 97.2 |
| CC(C)Oc1cccc(C(=O)Nc2ccc(N3CCN(S(C)(=O)=O)CC3)cc2)c1 | 1.1 | 11.5 | -6.5 | 101.0[fluorescence artefact?] | 5.5 | 82.3 | -6.8 | 101.3 | 95.3 |

Following part:
Under each structure – CYP2C19 act | ERa coact inh | CD11b adhes enh | ERa coact pot | Mac1 fbg inh | HUVEC inhibit | CYP2C19 inhib | Fibroblast inh | H69AR growth 86K
> COc1ccc(/C=c2/sc3n(c2=O)NC2(c4ccccc4)N(C)C(=O)N(C)C2(c2ccccc2)N=3)cc1 (stereo not drawn)
  0.6 | -7.8 | -3.8 | 118.1 | -15.7 | 83.1 | 40.0 | 96.9 | 91.8
> Cc1ccc(S(=O)(=O)C2(C(=O)Nc3ccc(F)cc3)CC2)cc1
  0.5 | 41.1 | 0.8 | 101.8[fluorescence artefact?] | -5.8 | 92.5 | 45.6 | 95.1 | 104.6
> Cc1c(C)c2c(C)nn(-c3ccccc3)c2[nH]c1=O
  0.9 | nt | 4.4 | nt | 2.4 | nt | 7.2 | nt | nt
> COC(=O)Cc1cc(=O)[nH]c(/N=C(\N)Nc2ccc(C)cc2C)n1
  1.1 | -8.5 | -2.5 | 109.7 | 33.4 | 99.3 | -8.5 | 97.9 | 94.7
> COc1ccc(OC)c(NC(=O)CCN2CCN(c3ccccc3F)CC2)c1
  0.2 | -8.1 | 0.8 | 124.5 | 0.1 | 92.7 | 77.0* | 98.6 | 86.6
> COc1ccc(CCNC(=O)CCSc2nc(-c3ccco3)cc(C(F)(F)F)n2)cc1
  1 | -7.5 | -1.9 | 121.5 | 12.2 | 85.6 | 0.9 | 95.4 | 47.1
> O=C(CCS(=O)(=O)c1cccc2nonc12)NCCc1ccccc1Cl
  0.3 | -36.3[fluorescence artefact?] | -2.3 | 112.9[fluorescence artefact?] | -14.2 | 108.3 | 75.0* | 106.8 | 89.7
> Cc1nn2c(N3CCN(C4CCCC4)CC3)cc(C(C)(C)C)nc2c1-c1ccccc1
  1.1 | -5.7 | 0.2 | 104.9 | -5.5 | 87.9 | -5.3 | 99.0 | 73.8
> CCCCCCC(=O)N(O)C1CC(=O)N(c2ccccc2)C1=O (stereo not drawn)
  0.7 | -9.2 | -2.2 | 106.0 | -0.2 | 93.6 | 27.1 | 98.9 | 85.5
> COC(=O)c1cccc(Oc2nc(N3CCOCC3)nc(N3CCOCC3)n2)c1
  nt | -14.2 | nt | 109.5 | nt | 92.2 | nt | 100.1 | 96.5
> O=C(Nc1ccc(-c2cn3ccsc3n2)cc1)C1CCCC1
  0.7 | 1.0 | -4.3 | 101.9 | 36.8 | 76.1 | 29.7 | 91.9 | 75.0
> Cc1cc(C)n(C(=O)CN2C(=O)COc3ccccc32)n1
  0.2 | 2.3[fluorescence artefact?] | -3.2 | 108.1 | 0.4 | 95.7 | 80.0* | 104.1 | 96.6
> O=C(CSc1nnc(Cc2ccccc2)o1)NCc1ccco1
  1 | -2.1 | -1.6 | 95.6 | -4.4 | 102.0 | -1.6 | 110.5 | 88.6
> Cc1cc2ncn(C(=O)N3CCCC3)c2cc1C
  nt | -23.2 | nt | 111.8 | nt | 87.8 | nt | 100.3 | 95.2
> O=C(NCCN1CCOCC1)C1CC(=O)N(c2ccc(F)c(Cl)c2)C1 (stereo not drawn)
  1 | -3.6 | -1.6 | 94.1 | 4.8 | 92.5 | 2.1 | 99.2 | 94.9
> CCOC(=O)c1oc2cccc(O)c2c1C
  0.6 | 0.8 | -1.5 | 97.1 | -7.0 | 93.5 | 44.6 | 100.0 | 83.8
> Cc1ccccc1Nc1c([N+](=O)[O-])ccc2c1=NC1(CCCCC1)N=2
  0.8 | nt | -4.9 | nt | -5.8 | nt | 15.9 | nt | nt
> O=C(NCc1ccc2c(c1)OCO2)C1CC(c2ccc(Cl)c(Cl)c2)=NO1 (stereo not drawn)
  0.9 | 0.6 | nt | 108.8 | nt | 87.8 | 6.5 | 104.2 | 90.4
> N=c1nc(-c2ccccc2)ccn1O
  1 | -10.1 | -4.6 | 111.2[fluorescence artefact?] | 8.9 | 82.3 | -2.2 | 89.0 | 95.4
> COc1ccc(S(=O)(=O)CCC(=O)NCCc2ccc(Cl)cc2)cc1
  0.3 | -4.7 | 0.9 | 110.8 | -23.7 | 93.5 | 70.6* | 93.8 | 94.1
> COc1ccc(-n2c(SCC(=O)N3CCN(c4ccccc4)CC3)nc3c(c2=O)SCC3)cc1
  0.4 | -8.5 | 27.5 | 120.5 | 6.2 | 90.6 | 57.0* | 92.9 | 68.8
> Cc1nnc(N2C(=O)C(O)=C(C(=O)c3ccco3)C2c2ccc(F)cc2)s1 (stereo not drawn)
  0.9 | -1.9 | 0.4 | 59.5 | -29.2 | 99.8 | 6.7 | 96.4 | 90.7
> CCCOc1ccc(CSc2ncn[nH]2)cc1
  0.6 | 3.3 | 0.0 | 102.4 | -1.9 | 103.4 | 44.9 | 101.5 | 101.9
> CCn1nnnc1SCC(=O)NCc1ccco1
  1.1 | 2.3 | -3.7 | 113.4 | -2.0 | 100.9 | -12.6 | 93.4 | 77.9
> CCCCC(c1nnnn1CC1CCCO1)N1CCN(c2cc(Cl)ccc2C)CC1 (stereo not drawn)
  0 | -2.8 | 9.5 | 106.1 | 1.4 | 65.1 | 95.7* | 96.9 | 91.8
> CNC(=O)NC(=O)CSc1ncc(C(F)(F)F)cc1Cl
  1 | 11.1 | 0.2 | 160.7[fluorescence artefact?] | -6.0 | 115.4 | 0.6 | 102.8 | 101.3
> CCOc1cc2[nH]c(=S)n(Cc3ccc(C)o3)c(=O)c2cc1OCC
  1.1 | 20.7 | 0.9 | 130.5[fluorescence artefact?] | -35.2 | 84.8 | -10.4 | 56.0 | 46.4
> CCOC(=O)c1c(C)sc2c1N(C(=O)CN(CC)CC)c1ccccc1S2
  nt | -2.0 | nt | 106.6 | nt | 95.0 | nt | 98.7 | 80.0
> Cc1ccc(C(C(=O)NC2CCCC2)N(C(=O)CNC(=O)c2cccs2)c2cccnc2)o1 (stereo not drawn)
  nt | -8.0 | nt | 121.1 | nt | 99.9 | nt | 101.9 | 104.2
> COc1ccc(C/C(O)=C(\C#N)c2nc3ccccc3[nH]2)cc1OC
  1 | 9.3 | -1.8 | 106.5 | -3.0 | 116.5 | -3.2 | 98.2 | 96.3
> Cn1c(CN2CCOCC2)nc2cc(NC(=O)c3ccccc3Cl)ccc21
  1.1 | -22.2 | -2.1 | 99.3 | -10.4 | 99.2 | -8.8 | 95.7 | 97.0
> Cc1cc(C(=O)CSc2nc3ccccc3o2)c(C)n1C1CC1
  0.7 | -3.2 | -4.2 | 103.0 | 20.8 | 92.2 | 32.4 | 99.6 | 98.6
> CCn1cc(/C=C2\SC(=O)N(CC(=O)Nc3ccc4c(c3)OCO4)C2=O)c2ccccc21
  1 | nt | -3.5 | nt | 4.1 | nt | 1.8 | nt | nt

Source: PubChem (several laboratories)
